# Bioassay records (PubChem BioAssay)
# Redox H2O2 prof = compounds producing H2O2 with reducing agent – biochemical, NIH compound library profiling, artefact control for MLSCN library redox annotation, primary screen; DTT-dependent redox cycling H2O2, phenol red/HRP absorbance; 100% = 100 µM peroxide control, 0% = buffer; AID 878; activation, % at 10 µM; actives 0.03% (n = 200,000);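 active = activation of at least 50% relative to the plate's high and low controls in the primary single-dose screen; inactive = activation below 50%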;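 note: compound incubated with DTT at 0.8 mM final as the reducing agent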
# Efa HMGR inh = E. faecalis class II HMG-CoA reductase inhibition. purified E. faecalis HMGR, NADPH absorbance 340 nm kinetic. inhibition, % at 10 µM. actives 0.41% (n = 190,000);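 active = inhibition above a set limit, the median over all tested compounds plus 3 SD, cut at about 9.5% in these data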;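 note: enzyme runs in reverse so mevalonate oxidation gives rising NADPH absorbance; 0% = complete reaction with DMSO and 100% = background rate lacking mevalonate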
# TNAP inh no acc = blocks human TNAP activity with no phosphate acceptor present; P05186; purified TNAP, CDP-star luminescence, 30 min; inhibition, % at 20 µM; actives 0.26% (n = 200,000);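 active = tissue-nonspecific alkaline phosphatase inhibition above about 50% at 20 µM in the single-dose screen, limit read from the data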;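 note: 0% = DMSO negative control and 100% = EDTA positive control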
# Target sequence (P05186 whole entry, looked up): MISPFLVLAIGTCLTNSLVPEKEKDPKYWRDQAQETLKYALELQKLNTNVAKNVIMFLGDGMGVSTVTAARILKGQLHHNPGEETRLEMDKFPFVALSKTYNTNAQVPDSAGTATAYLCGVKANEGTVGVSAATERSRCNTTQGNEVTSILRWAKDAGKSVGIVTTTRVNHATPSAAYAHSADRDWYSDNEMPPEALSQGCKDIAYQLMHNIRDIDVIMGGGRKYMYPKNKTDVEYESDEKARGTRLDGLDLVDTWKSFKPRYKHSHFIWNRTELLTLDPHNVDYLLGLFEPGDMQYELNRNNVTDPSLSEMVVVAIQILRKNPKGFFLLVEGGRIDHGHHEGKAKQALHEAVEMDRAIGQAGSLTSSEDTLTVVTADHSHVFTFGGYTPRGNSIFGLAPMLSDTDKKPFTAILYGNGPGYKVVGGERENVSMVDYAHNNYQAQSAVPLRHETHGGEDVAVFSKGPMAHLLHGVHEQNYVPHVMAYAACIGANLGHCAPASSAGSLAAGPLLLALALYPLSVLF
# S1P3 antag = blocks the human S1P3 receptor. Q99500. CHO S1P3 NFAT-BLA reporter, FRET fluorescence, antagonist mode. inhibition, % at 4.98 µM. actives 0.27% (n = 170,000);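 active = inhibition above the plate cutoff, the mean inhibition of test wells on that plate plus 3 SD, cut at about 28% in these data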;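 note: cells challenged with S1P at its EC80 of 0.8 µM; blue over green emission ratio from cleaved BLA substrate after 4 h stimulation; 0% = S1P-stimulated wells and 100% = unstimulated DMSO-only wells; some compounds past the cut are filed as inactive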
# PMI act = phosphomannose isomerase (human) activation | P34949 | purified human PMI, coupled resazurin fluorescence, 20 min; active compounds read high; 1 = vehicle control, 0 substrate-free wells | activation factor at 20 µM | actives 0.005% (n = 190,000);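 active = activation factor of 2 or more at 20 µM, relative to plate controls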
# Target sequence (P34949 whole entry, looked up): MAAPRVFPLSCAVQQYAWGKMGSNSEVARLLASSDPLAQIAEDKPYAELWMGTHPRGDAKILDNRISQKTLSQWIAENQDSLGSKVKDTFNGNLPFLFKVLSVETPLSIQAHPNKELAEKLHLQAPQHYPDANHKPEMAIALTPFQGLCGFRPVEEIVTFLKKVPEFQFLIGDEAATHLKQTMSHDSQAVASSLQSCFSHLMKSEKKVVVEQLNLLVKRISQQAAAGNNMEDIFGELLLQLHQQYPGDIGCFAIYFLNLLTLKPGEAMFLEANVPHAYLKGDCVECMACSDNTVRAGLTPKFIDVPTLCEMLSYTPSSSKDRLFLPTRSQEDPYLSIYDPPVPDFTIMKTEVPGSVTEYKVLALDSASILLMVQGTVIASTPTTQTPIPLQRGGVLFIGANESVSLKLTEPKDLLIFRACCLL
# Hsp70 act = transcriptional activators of Hsp70; HeLa Hsp70 promoter luciferase reporter, luminescence; scaled: vehicle 0, proteasome-inhibitor control 100%; activation, % at 10 µM; actives 0.04% (n = 200,000); AID 1203;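 active = activation above the mean across all tested compounds plus 3 SD, cutoff set per campaign, cut at about 5.5% in these data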;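 note: 100% = MG132 at 30 µM as the positive control and 0% = DMSO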
# RAM network inh = inhibitors of the yeast RAM network; S. cerevisiae dse1pr::URA3 reporter, 5-FOA growth OD615, 2 d; analog-sensitive cbk1-as2 kinase mutant strain; inhibition, % at 50 µM; actives 1.8% (n = 190,000);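 active = inhibition above a set limit, 3 SD over mean compound inhibition, cut at about 8.4% in these data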;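 note: 0% = DMSO-only wells with no growth and 100% = 10 µM 1-NA-PP1 full growth; inhibition rescues growth on 5-FOA so higher OD means more RAM inhibition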
# Lmaj promast = Leishmania major promastigote growth inhibition | inhibition, % at 10 µM | actives 9% (n = 200,000) | AID 1063 | Leishmania major promastigotes, resazurin fluorescence viability; in the data active = inhibition above about 50%;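 note: promastigotes grown with compound for 44 hours at 28 °C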
# PMI act hi M6P = increases human PMI activity with near-saturating mannose 6-phosphate; P34949; coupled PMI enzyme assay, resazurin fluorescence, 20 min; active compounds read high; 1 = untreated enzyme, 0 = substrate-free blank; activation factor at 20 µM; actives 0.34% (n = 190,000); AID 1216;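 active = activation factor of 2 or more at 20 µM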
#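 Technique: Diaphorase-driven resazurin-to-resorufin fluorescence, excitation 544, emission 590 nm | Assay system: Human PMI in coupled enzyme assay | Times: Enzyme reaction with compound 20 min at room temperature | Medium: HEPES-buffered pH 7.4 with magnesium and detergent | Reagent: Mannose-6-phosphate 1.0 mM (near-saturating) plus 0.22 mM NADP+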
# TNAP inh hiacc = TNAP (human) inhibition, high acceptor; purified TNAP, CDP-star luminescence, 1 M DEA; inhibition, % at 20 µM; actives 0.03% (n = 200,000); AID 1135;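 active = over 50% inhibition of tissue-nonspecific alkaline phosphatase at 20 µM in the single-dose screen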;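 note: plate controls were DMSO wells for no effect and EDTA-quenched wells as full inhibition for full effect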
# Numbers without * were called inactive; . = no result given.
SMILES,Redox H2O2 prof,Efa HMGR inh,TNAP inh no acc,S1P3 antag,PMI act,Hsp70 act,RAM network inh,Lmaj promast,PMI act hi M6P,TNAP inh hiacc
COC(=O)c1cc(Cl)c(NC(=O)c2ccco2)cc1OC,2.5,5,-3,-5,0.9,-0.3,0.8,9,0.9,-4
CCCN(CCC)S(=O)(=O)c1ccc(C(=O)N2CCOCC2)cc1,0.2,-12,-12,.,1,-0.3,1.3,-4,0.9,-1
O=C(CSc1ccc(-c2ccco2)nn1)c1ccc(F)cc1,0.2,-3,5,-8,0.8,-0.1,0.1,-2,0.8,3
O=C(Nn1cnc2ccccc2c1=O)c1ccccc1[N+](=O)[O-],0.0,0,-5,-13,1.2,0.0,1.2,-2,1.1,0
CCCc1ncc(C(O)c2ccccc2OC)n1C (stereo unspecified),-0.3,-1,-9,-9,1,0.0,2.4,1,0.9,0
CCCCCC(O)(CCN1CCCCC1)c1ccc(OCC)cc1 (stereo unspecified),-0.5,0,-2,4,1.1,-0.2,0.6,27,1,-2
Cc1cc(NC(=S)NC(=O)c2ccco2)c2ccccc2n1,-0.5,-1,8,8,1,-0.5,1.4,-6,1,-1
CNC(=O)c1ccc2snnc2c1,-0.8,-7,-9,-18,1,0.0,-0.8,-8,1,-7
Cc1cc(C)c(NC(=O)c2ccccc2C(=O)c2ccccc2)c(C)c1,-0.7,-2,-6,4,1,-0.1,0.7,19,1,-6
COc1ccc(NC(=O)CC2C(=O)N(Cc3ccccc3)C(=S)N2CCN2CCOCC2)cc1 (stereo unspecified),0.1,11*,-16,-8,1.1,-0.1,0.0,98*,1.1,-7
O=C(CNC(=O)C1COc2ccccc2O1)N/N=C\c1cccc(O)c1 (stereo unspecified),0.2,-2,-16,16,1,-0.3,0.2,-8,1.1,-3
COc1ccc(N2C(=O)C3C4C=CC(c5ccccc5)(C3C2=O)C2C(=O)N(c3ccc(OC)cc3)C(=O)C42)cc1 (stereo unspecified),0.0,-12,-2,-8,1,-0.2,1.1,-9,1,-8
Cc1ccc(OCC(=O)n2nc(C)cc2C)c(C)c1,0.1,-3,-5,.,0.9,0.9,1.1,-3,0.8,-1
COC(=O)CC1=NN(c2ccc(OC)cc2)C(=O)C1,-1.8,2,-9,-3,1.1,0.1,2.9,-2,1.2,-5
S=c1[nH]nc(-c2ccco2)n1/N=C/c1cccs1,0.0,0,26,-12,0.8,-0.4,0.4,1,0.9,-2
CC(NC(=O)COC(=O)C1CCN(S(=O)(=O)c2ccccc2C(F)(F)F)CC1)c1ccccc1 (stereo unspecified),-0.6,-2,0,-13,1,-0.2,8.5*,-4,1,0
COc1ccc(/C=N/NC(=O)c2ccccc2[N+](=O)[O-])cc1CN1CCc2cc(OC)c(OC)cc2C1C (stereo unspecified),-0.3,-2,-11,1,0.9,0.1,-0.6,10,1,-3
c1ccc(Cc2nnc(N3CCOCC3)c3ccccc23)cc1,0.2,-4,-14,.,1,0.1,1.3,12,1,-4
Cc1cc(C(F)(F)F)n2ncc(C(=O)O)c2n1,-1.3,-3,-18,-32,1,.,0.0,-4,1.1,-3
O=C(O)c1cnn2c(-c3ccc(F)cc3)ccnc12,-0.1,5,-7,-22,1.1,-0.5,2.3,-7,1.1,1
COC(=O)c1cc(OC)c(OC)cc1NC(=O)c1ccco1,-0.6,-3,-5,.,1,0.1,-0.4,5,1,-4
O=Cc1ccnc(-c2ccc(OC(=O)c3ccco3)cc2)n1,-1.9,-9,-4,-14,0.1,-0.2,1.1,12,0.1,-2
COC(=O)C1C(=O)NCC1c1ccccc1 (stereo unspecified),0.8,-5,-12,.,1,-0.2,3.6,-7,1.1,-7
Cc1ccc(O)c(NC(=O)c2cccc(S(=O)(=O)N3CCCCC3)c2)c1,-0.9,0,-6,16,0.9,-0.2,1.5,4,0.9,-2
CCOc1ccc(CNC(=O)CCS(=O)(=O)Cc2cccc(Cl)c2)cc1OC,-0.2,0,-10,3,1.1,-0.1,3.0,4,1.1,0
Cc1nn(C)cc1NC(=O)c1nn(C)cc1[N+](=O)[O-],-0.4,1,-7,-8,1,-0.4,0.9,-4,0.9,-5
N/C(=N\OC(=O)CCC1CCCC1)c1cccnc1,0.5,-6,-16,-7,0.9,-0.4,-1.2,-3,0.9,-4
CC(CC(=O)Nc1ncc([N+](=O)[O-])s1)c1ccccc1 (stereo unspecified),-0.1,-6,4,23,1,-0.4,0.4,19,1,8
COc1ccc(CCNC(=O)CSc2nc3ccccc3o2)cc1,0.1,2,-16,.,1,0.1,0.1,-7,1,-7
O=C(CSCC(=O)OCn1nnc2ccccc2c1=O)Nc1ccc(Cl)cc1,0.7,-3,-8,-8,0.8,-0.2,1.4,-5,0.9,0
COc1ccccc1N1CCN(c2ccc([N+](=O)[O-])cc2Cl)CC1,0.5,-2,-10,13,0.9,-0.3,0.9,3,1,0
O=C(NCc1ccc(F)cc1)c1ccc[nH]1,-0.1,0,-10,-17,1.1,-0.5,-0.6,1,1,-8
CCCc1cc(C(=O)N2CCC(N3CCC(C(=O)NC(C)C)CC3)CC2)n(C)n1,1.9,-1,-12,-25,1,-0.3,0.5,-4,1,-7
CCOC(=O)N1CCN(C(=O)CS(=O)(=O)c2cn(Cc3ccc(Cl)cc3)c3ccccc23)CC1,-0.4,-8,-6,.,0.9,-0.2,6.5,8,0.8,-4
COc1ccc(C2C(C(C)=O)=C(C)N=c3s/c(=C\c4ccco4)c(=O)n32)c(OC)c1 (stereo unspecified),1.9,-1,4,9,1.1,-0.3,3.3,3,0.9,8
O=C(C1CC1)N1CCN=C1SCc1ccccc1Cl,-1.3,0,-6,-21,0.9,-0.1,1.7,-8,0.9,-4
CCCCN(C)CCNC(=O)c1ccc2c(c1)NC(=O)C(N1CCCCC1)S2 (stereo unspecified),1.3,-1,-11,-4,1,0.2,0.8,-2,1,-5
Cc1cc(Cl)ccc1N1C(=O)CC(SCCC(=O)O)C1=O (stereo unspecified),0.8,1,-11,-19,0.9,-0.5,-0.8,0,1,-2
CC(=O)Nc1nnc(-c2ccccn2)o1,-0.4,-4,-8,-21,0.8,-0.4,0.0,-5,0.9,2
COc1ccc(C2CC(=O)C3=C(C2)NC(C)=C(C#N)C3c2ccc(N(C)C)cc2)cc1 (stereo unspecified),-1.3,2,-7,-21,1,-0.2,0.9,19,0.9,-7
Clc1ccc(/C=C/c2ncc3ccccn23)cc1,0.4,3,-10,-6,.,-0.2,1.9,9,.,0
CC(=O)CSc1ccc(C(=O)O)cn1,0.0,-1,-10,-16,1,-0.1,0.8,-6,1,-5
CCN(CC)CC#CCOC(=O)C(O)(c1ccccc1)C1CCCCC1 (stereo unspecified),-0.5,-9,-8,15,1.2,-0.4,1.1,23,1.2,-2
CCC(Sc1nccn1C)C(=O)Nc1ccc(Cl)cn1 (stereo unspecified),-0.2,-6,-4,-4,1,-0.2,0.6,-9,1.1,0
Cc1cccc2cc(C#N)c(SCCN3CCCCC3)nc12,-1.9,.,.,-47,.,-0.2,.,100*,.,.
CCOc1ccc(C(=O)NCC(C)CN(C)C)cc1OCC (stereo unspecified),0.2,-1,-11,12,0.8,-0.1,-0.4,-7,0.8,-3
CCCCOC(=O)C1CCCC(C)N1 (stereo unspecified),-15,-4,-3,.,1,0.0,1.2,-6,1.1,-4
N/C(=N\NC(=O)c1ccc(F)cc1)c1cc2ccccc2oc1=O,-0.2,-1,-2,0,1,-0.1,-0.5,6,1,1
O=C(O)Cn1c(SCc2ccccc2)nc2ccccc21,-0.1,2,-9,.,0.8,-0.1,0.0,-3,0.9,-7
CC1CCN(C(=O)CCc2nnc(-c3ccccc3)o2)CC1,-0.3,-4,-11,-8,1,-0.3,0.1,-5,1.1,-3
# (more compounds)
SMILES,Redox H2O2 prof,Efa HMGR inh,TNAP inh no acc,S1P3 antag,PMI act,Hsp70 act,RAM network inh,Lmaj promast,PMI act hi M6P,TNAP inh hiacc
Cc1ccnc(NC(=O)c2cccs2)c1,-0.3,1,-8,.,1,0.4,1.1,-1,1,1
O=C(Nc1cccnc1)OC1CCCCC1,-0.2,-3,-4,-11,1,-0.2,0.8,-5,1.1,2
O=C(Cn1nnc2ccccc21)N/N=C/c1ccco1,0.6,-7,-11,-1,0.8,-0.7,0.2,-8,0.9,5
CCOc1ccc(N(C(=O)c2ccccc2Cl)C2=NC(C)(C)CS2)cc1,-1.3,-4,-9,4,0.8,0.0,1.2,62*,0.8,-3
COc1ccc(NC(=O)NCc2ccncc2)c(OC)c1,0.7,-13,-6,.,0.9,0.5,0.8,0,1,1
CSc1nnc(CNC(=O)c2ccccc2)n1-c1ccc(F)cc1,0.1,-6,-12,-7,1,-0.3,1.1,-7,1,-3
CCCCNC(=O)CSc1nccn1Cc1ccccc1,-0.3,-5,-9,-17,0.8,0.0,0.0,-1,0.9,-4
Cc1cccc(C)c1Nc1nnc(SCC(=O)Nc2cc(S(=O)(=O)N3CCCCC3)ccc2Cl)s1,0.4,-5,-33,1,0.8,0.0,6.7,50*,0.9,-2
COC(=O)C1(CCSC)NC(c2ccco2)C2C(=O)N(C)C(=O)C21 (stereo unspecified),-0.3,-6,-9,0,1,-0.5,1.4,-5,0.9,-6
O=C(c1ccco1)n1nc(-c2ccc(Cl)cc2)nc1NCc1ccco1,-2.4,0,9,-26,0.9,-0.3,9.4*,-2,0.9,4

# Some of the entries above in another layout.
smiles | Redox H2O2 prof | Efa HMGR inh | TNAP inh no acc | S1P3 antag | PMI act | Hsp70 act | RAM network inh | Lmaj promast | PMI act hi M6P | TNAP inh hiacc
COc1ccc(NC(=O)NCc2ccncc2)c(OC)c1 | 0.7 | -13 | -6 | . | 0.9 | 0.5 | 0.8 | 0 | 1 | 1
CSc1nnc(CNC(=O)c2ccccc2)n1-c1ccc(F)cc1 | 0.1 | -6 | -12 | -7 | 1 | -0.3 | 1.1 | -7 | 1 | -3

# Other records follow.
SMILES,Redox H2O2 prof,Efa HMGR inh,TNAP inh no acc,S1P3 antag,PMI act,Hsp70 act,RAM network inh,Lmaj promast,PMI act hi M6P,TNAP inh hiacc
O=C(CCNc1ccc(Cc2ccncc2)cc1)c1cccc([N+](=O)[O-])c1,10,-4,-1,-6,0.6,0.1,-0.4,95*,0.5,-1
Cc1nn(CC(=O)NCc2ccc(Cl)cc2)c(C)c1[N+](=O)[O-],0.0,5,-13,-7,1,-0.1,2.8,-9,1.1,-5
S=c1[nH]nc(-c2ccc(Br)o2)n1Cc1ccccc1,0.3,-10,29,.,0.9,-0.2,2.1,-4,1,0
Cc1ccc(C(=O)CSc2nnnn2C(C)C)c(C)c1,2.0,-2,-2,.,0.9,-0.2,0.1,34,0.9,-6
CN(c1ccccc1C(=O)Nc1ccc2c(c1)OCO2)S(C)(=O)=O,-0.3,2,-3,-11,1,0.1,0.5,-1,0.9,0
CC(C)n1c(NCc2cc(Cl)ccc2O)nc2ccccc21,-0.7,-5,2,9,1,-0.5,-0.1,66*,0.9,-5
CN(Cc1ccccc1)C(=O)CSc1nnc(-c2ccco2)n1-c1ccccc1,1.6,-3,-15,3,1.1,-0.5,2.5,17,1,-6
